STAT3 act – IL-6 driven STAT3 reporter potentiators, primary screen, U3A cells, luciferase, luminescence, MLSCN library | activation (% of control), % at 5.6 µM | actives 0.91% (n = 190,000) | AID 871, 2007 | IL-6 STAT3-luciferase reporter; 100% = signal with IL-6 EC80 alone;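 active means activation above the screen-wide mean of compound activation plus 3 SD, cut at about 130% in these data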;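 further: 0% = background luminescence of wells with medium and substrate only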
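Material: human STAT1-deficient U3A cells with stable STAT3-luciferase reporter / Probe or stimulus: IL-6 stimulus at 33 ng/mL final / Schedule: 1 h compound pre-exposure, 6 h IL-6 stimulation, 37 °C / Technique: luminescence / Read-out basis: percent of IL-6-only median luminescence / Control set: IL-6-only high control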
APP 5'UTR act – activators of APP 5'UTR luciferase reporter, primary screen, SH-SY5Y cells; activation, % at 2 µM; actives 1% (n = 190,000); SH-SY5Y APP 5'UTR luciferase reporter, luminescence; zero percent = DMSO vehicle wells;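 active means activation above a set limit, based on mean plus 3 SD of controls, cut at about 140% in these data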; further: values of inactives mirror those of a sister screen read the other way
STAT3 inh – IL-6 driven STAT3 reporter inhibitors, primary screen, U3A cells, luciferase, luminescence, MLSCN library; IL-6 STAT3-luciferase reporter; host cell line lacks STAT1; inhibition, % at 5.5 µM; actives 0.89% (n = 190,000); AID 862, 2007;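 active means inhibition above the mean inhibition across all screened compounds plus 3 SD, cut at about 44% in these data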;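 further: 0% = DMSO only wells and 100% = 100 µM nifuroxazide control wells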
STAT1 act – STAT1 signaling activators, primary screen, cell-based, HTS, luciferase reporter | NIH 3T3 STAT1-luciferase reporter, IFN-gamma, luminescence; 100% = IFN-gamma alone, no compound | actives 2.6% (n = 200,000) | activation (% of control), % at 5.5 µM;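 active means activation above the screen-wide mean activation plus 3 SD, cut at about 130% in these data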;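 further: raw ratio to IFN-gamma control signal so 100% means no change and 0% no light; values of inactives mirror those of a sister screen read the other way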
Redox H2O2 prof – compounds producing H2O2 with reducing agent – biochemical, NIH compound library profiling, artefact control for MLSCN library redox annotation, primary screen | DTT-dependent redox cycling H2O2, phenol red/HRP absorbance; 100% = 100 µM peroxide control, 0% = buffer | activation, % at 10 µM | actives 0.03% (n = 200,000) | AID 878, 2007;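 active means activation of at least 50% relative to the plate's high and low controls in the primary single-dose screen; inactive means activation below 50%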;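 further: compound incubated with DTT at 0.8 mM final as the reducing agent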
Efa HMGR inh – inhibitors of E. faecalis class II HMGR, primary screen, biochemical, Enterococcus faecalis; HMG-CoA reductase (Enterococcus faecalis, mvaE); purified E. faecalis HMGR, NADPH absorbance 340 nm kinetic; inhibition, % at 10 µM; actives 0.41% (n = 190,000); AID 1066, 2008;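 active means inhibition above a set limit, the median over all tested compounds plus 3 SD, cut at about 9.5% in these data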;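 further: enzyme runs in reverse so mevalonate oxidation gives rising NADPH absorbance; 0% = complete reaction with DMSO and 100% = background rate lacking mevalonate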
TLR4-MyD88 BLA – inhibitors of TLR4-MyD88 association in cells, primary screen, cell-based, HeLa CL3-4, BLA complementation, FRET ratio; HeLa CL3-4 TLR4/MyD88 BLA complementation; inhibition, % at 8.4 µM; actives 0.18% (n = 200,000); AID 861, 2007; in the data active means inhibition above about 25%;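 further: 0% = vehicle and 100% = reference inhibitor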
Target sequence (O00206 whole entry, looked up): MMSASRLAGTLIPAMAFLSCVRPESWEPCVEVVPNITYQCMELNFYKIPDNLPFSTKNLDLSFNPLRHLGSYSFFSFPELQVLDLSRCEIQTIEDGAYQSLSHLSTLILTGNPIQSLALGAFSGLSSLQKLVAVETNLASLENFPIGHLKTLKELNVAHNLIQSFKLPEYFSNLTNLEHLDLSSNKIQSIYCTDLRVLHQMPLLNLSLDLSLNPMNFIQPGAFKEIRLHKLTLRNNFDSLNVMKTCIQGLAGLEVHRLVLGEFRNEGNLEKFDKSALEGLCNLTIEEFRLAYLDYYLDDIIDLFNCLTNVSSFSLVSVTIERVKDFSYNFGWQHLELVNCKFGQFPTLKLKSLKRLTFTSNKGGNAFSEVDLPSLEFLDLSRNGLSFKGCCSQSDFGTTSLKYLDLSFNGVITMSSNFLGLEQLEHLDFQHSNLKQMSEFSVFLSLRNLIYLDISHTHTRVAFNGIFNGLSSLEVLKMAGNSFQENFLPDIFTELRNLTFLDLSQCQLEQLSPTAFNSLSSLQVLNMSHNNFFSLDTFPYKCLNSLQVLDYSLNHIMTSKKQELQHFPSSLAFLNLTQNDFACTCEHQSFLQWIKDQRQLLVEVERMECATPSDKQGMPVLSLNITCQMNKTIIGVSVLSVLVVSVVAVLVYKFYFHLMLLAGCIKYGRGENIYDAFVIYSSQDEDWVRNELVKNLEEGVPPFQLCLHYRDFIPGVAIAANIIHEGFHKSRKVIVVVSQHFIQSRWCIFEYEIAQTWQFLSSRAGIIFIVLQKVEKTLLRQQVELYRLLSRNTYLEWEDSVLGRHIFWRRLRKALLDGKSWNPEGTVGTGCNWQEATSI
Target sequence (Q99836 whole entry, looked up): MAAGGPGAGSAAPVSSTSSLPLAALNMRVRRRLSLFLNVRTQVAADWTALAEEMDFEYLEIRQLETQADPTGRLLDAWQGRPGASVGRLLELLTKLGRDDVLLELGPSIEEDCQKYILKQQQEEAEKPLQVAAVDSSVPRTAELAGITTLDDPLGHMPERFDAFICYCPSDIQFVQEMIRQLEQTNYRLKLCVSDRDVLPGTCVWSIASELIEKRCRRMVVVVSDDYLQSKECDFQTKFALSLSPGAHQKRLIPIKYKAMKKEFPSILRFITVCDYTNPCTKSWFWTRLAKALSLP
STAT1 inh – STAT1 signaling inhibitors, primary screen, cell-based, HTS, luciferase reporter; actives 0.35% (n = 200,000); AID 920, 2007; inhibition, % at 5.5 µM; NIH 3T3 STAT1-luciferase reporter, IFN-gamma, luminescence;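 active means inhibition above a set limit, the mean inhibition across all tested compounds plus 3 SD, cut at about 34% in these data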;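 further: 0% = IFN-gamma with DMSO and 100% = IFN-gamma with 300 µM nifuroxazide; values of inactives mirror those of a sister screen read the other way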
NF-kB neuron act – activators of NF-kB expression in neurons, primary screen, cell-based, HTS. human neuronal cells, NF-kB reporter expression; stronger effect = higher value. fold change at 12.5 µM. actives 1.6% (n = 190,000). AID 1239, 2008; in the data active means fold change above about 3.3
Hsp70 act – Hsp70 transcriptional activators, primary screen, cell-based, HeLa, Hsp70 promoter luciferase, luminescence, 10 µM; actives 0.04% (n = 200,000); activation, % at 10 µM; HeLa Hsp70 promoter luciferase reporter; scaled: vehicle 0, proteasome-inhibitor control 100%; AID 1203, 2008;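 active means activation above the mean across all tested compounds plus 3 SD, cutoff set per campaign, cut at about 5.5% in these data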;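 further: 100% = MG132 at 30 µM as the positive control and 0% = DMSO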
An asterisk follows results filed as active; x = not tested or not shown. This is a random part of the collection (roughly 5.6% active in at least one column).

SMILES	STAT3 act	APP 5'UTR act	STAT3 inh	STAT1 act	Redox H2O2 prof	Efa HMGR inh	TLR4-MyD88 BLA	STAT1 inh	NF-kB neuron act	Hsp70 act
Cc1cc(C)nc(SCCn2c(N3CC(C)OC(C)C3)nc3c2c(=O)n(C)c(=O)n3C)n1 (configuration not stated)	102.6	1.0	2.1	97.7	-0.9	-4.3	-10.8	0.7	x	-0.1
N#Cc1cnn(-c2nc(SCc3ccccc3)nc3sc4c(c23)CCCC4)c1N	107.8	-4.8	-6.7	96.6	-0.1	-4.3	-7.4	3.7	1.06	-0.2
CN(C)S(=O)(=O)c1ccc2c(c1)nc(CCC(=O)NCc1ccc(Cl)cc1)n2C	84.1	3.6	25.9	87.6	-0.9	-6.1	-6.4	13.6	1.16	-0.2
COc1ccc(-c2cc(C(F)F)n3ncc(C(=O)N4CCCc5ccccc54)c3n2)cc1	113.8	15.3	-7.6	102.4	0.2	-1.8	-0.2	-3.6	0.75	-0.1
O=C(Nc1ncc(Cc2cccc(Cl)c2Cl)s1)C1CCCO1 (configuration not stated)	108.4	81.1	-7.5	143.8*	-0.6	-1.7	-6.2	-49.8	3.1	0.2
CCn1c(COc2cccc(OC)c2)nnc1SCC(=O)Nc1ccccc1C(=O)OC	97.0	-18.6	4.3	105.4	0.1	0.5	-12.3	-6.0	0.8	-0.1
NC(=O)NC(=O)COC(=O)/C=C/c1cccc(Br)c1	92.0	18.3	14.4	97.6	0.0	-1.3	8.9	2.2	1.32	-0.3
Cc1cc(C(=O)COC(=O)C2CC2)c(C)n1-c1ccc(F)cc1	78.0	144.8*	30.3	88.6	-0.5	2.0	-2.7	12.1	0.38	-0.4
O=C1N/C(=C/c2ccsc2)C(=O)N1c1ccccc1	93.5	41.3	12.8	121.2	-0.1	4.6	-1.7	-23.0	1.56	0.3
CC(C)NC(=O)CSc1nc(Cc2cccs2)nc2ccccc12	98.5	13.5	6.2	98.7	-7.3	4.0	-6.5	1.4	1.02	-0.3
CC(=O)c1cccc(S(=O)(=O)Nc2ccc3nc(C)sc3c2)c1	74.7	4.9	34.0	80.8	-1.2	-7.2	8.1	18.8	1.08	-0.6
O=C(Oc1cccc(-n2cnnn2)c1)C1CCCCC1	95.9	-2.9	10.6	88.2	-0.5	1.5	-3.8	13.0	1.09	-0.7
O=C(Cn1nc(-c2ccc3c(c2)OCCO3)ccc1=O)Nc1ccc(N2CCOCC2)cc1	106.5	4.9	-4.6	97.4	1.1	0.8	10.4	-0.1	1.26	-0.2
Cc1cccc(-n2c(O)c(C=Nc3ccccc3N)c(=O)[nH]c2=O)c1	109.4	148.2*	-7.3	156.2*	3.7	0.4	10.4	-61.3	4.16*	-0.2
COc1cc2nc(-c3cccs3)oc(=O)c2cc1OC	94.1	6.9	8.4	103.5	1.3	x	0.6	4.7	x	-0.4
Cc1sc(-c2ccncc2)nc1OC(=O)c1ccccc1	100.4	3.7	6.4	104.1	0.2	-1.8	17.4	-4.4	1.28	-0.3
CCc1cccc2sc(NC(=O)c3ccc(N4C(=O)CCC4=O)cc3)nc12	99.5	3.7	0.5	100.3	-0.4	0.7	1.2	-0.4	1.5	-0.3
Cc1cc(NC(=O)Nc2ccccc2)n(-c2ccccc2)n1	94.2	12.1	11.2	96.0	2.1	-0.6	-4.4	4.4	0.97	-0.1
c1ccc(-c2nnc(CN3CCCc4ccccc43)o2)cc1	144.8*	4.5	-49.4	100.6	-3.4	-2.2	-3.7	-0.7	1.25	0.0
O=C1CN2NC(=S)N(c3ccc(Cl)cc3)C2=CN1c1ccc(Cl)cc1	109.3	58.3	-6.2	104.0	-0.1	2.8	11.7	-7.4	0.92	-0.5
Cc1cc(C(=O)CCl)c(C)n1-c1c(C)n(C)n(-c2ccccc2)c1=O	90.0	-6.3	13.8	94.9	-0.1	-4.2	15.6	6.0	2.66	-0.3
COc1ccccc1Nc1nc(-c2ccccc2O)nc2ccccc12	91.7	-2.8	13.0	103.9	0.1	0.8	2.0	-6.4	1.16	-0.3
COC(=O)c1cn(NC(=O)C2COc3ccccc3O2)c(=O)c2ccccc12 (configuration not stated)	105.7	-2.1	-1.7	99.7	-0.1	-6.7	-0.1	0.3	1.28	-0.3
N=c1c2c(n(Cc3ccc(Cl)cc3)c3c1CCC3)CCC2	57.3	2.5	53.9*	79.0	3.0	-6.2	-4.3	23.0	0.83	-0.6
CCc1ccccc1N=C1S/C(=C/c2ccccc2OCC(=O)N2CCOCC2)C(=O)N1C	92.3	7.9	7.3	100.9	-0.1	-7.9	-6.3	-1.0	0.42	-0.3

Next part, starting with the last two of the part before.
SMILES	STAT3 act	APP 5'UTR act	STAT3 inh	STAT1 act	Redox H2O2 prof	Efa HMGR inh	TLR4-MyD88 BLA	STAT1 inh	NF-kB neuron act	Hsp70 act
N=c1c2c(n(Cc3ccc(Cl)cc3)c3c1CCC3)CCC2	57.3	2.5	53.9*	79.0	3.0	-6.2	-4.3	23.0	0.83	-0.6
CCc1ccccc1N=C1S/C(=C/c2ccccc2OCC(=O)N2CCOCC2)C(=O)N1C	92.3	7.9	7.3	100.9	-0.1	-7.9	-6.3	-1.0	0.42	-0.3
CN1C(=O)/C(=C2\SC(=S)N(C(CCC(=O)O)C(=O)O)C2=O)c2ccccc21 (configuration not stated)	98.3	7.7	7.8	102.9	-0.7	-9.5	-6.9	-3.2	1.06	-0.2
OC(COC(c1ccc(Cl)cc1)c1ccc(Cl)cc1)CN1CCCC1 (configuration not stated)	102.9	-10.4	-3.3	101.3	0.0	4.1	-9.4	-1.4	1	0.1
COc1cccc(-c2nnc(SCN3C(=O)c4ccccc4C3=O)n2C)c1	101.5	-7.5	-3.4	99.7	-0.5	-3.6	-2.3	0.4	2.17	0.1
O=C(COC(=O)c1ccc2c(c1)C(=O)N(Cc1ccncc1)C2=O)Nc1ccccc1[N+](=O)[O-]	138.2*	5.3	-45.2	89.5	-0.2	-7.5	-2.1	11.8	1.11	0.9
Cc1cc(NC(=O)COC(=O)C2CCN(S(=O)(=O)c3c(Cl)cccc3Cl)CC2)no1	99.4	13.1	7.5	102.3	0.1	-4.3	-5.4	-2.5	1.15	-0.1
O=[N+]([O-])c1cc(S(=O)(=O)N2CCCCC2)ccc1NCc1cccc(Cl)c1	96.8	14.2	-0.4	94.1	-0.5	-4.8	-3.2	6.5	1.01	-0.5
O=C(Cn1cc(C(F)(F)F)ccc1=O)N/N=C/c1ccc(F)cc1	103.3	-0.5	-2.3	99.6	-0.6	-4.8	9.3	-0.7	1.11	-0.3
Cc1c(-n2c(-c3ccccc3)nc3ccccc3c2=O)c(=O)n(-c2ccccc2)n1C	91.2	29.8	14.5	95.5	-0.8	8.0	3.6	3.5	0.96	-0.3
Cc1ccccc1NC(=O)Nc1ccccc1C(N)=O	101.2	-11.3	3.0	105.8	-0.7	-4.9	1.1	-8.1	1.01	-0.2
CCNC(=S)N/N=C/c1ccc(F)cc1	86.6	1.3	22.8	101.1	-0.1	3.4	14.6	-2.6	1.17	0.0
COc1c2c(nc3ccccc13)OC(C(C)(O)CO)C2 (configuration not stated)	97.2	-15.3	8.8	111.3	0.1	-3.1	2.4	-12.3	0.86	-0.5
O=c1oc2ccccc2c(Nc2ccc(F)cc2)c1[N+](=O)[O-]	103.4	4.0	8.2	82.2	-0.3	0.9	7.5	18.8	1.18	0.0
O=C(Oc1cccc2ccccc12)c1ccco1	110.8	-16.6	-9.6	101.7	1.3	0.5	-4.4	-1.9	0.58	-0.2
Clc1cccc2c1Sc1ccccc1CC2N1CCNCC1 (configuration not stated)	87.7	-1.9	17.3	94.1	-0.8	-3.6	-5.2	6.7	1.07	-0.4
CC(C)OP(C)(=O)CN1CCN(CP(C)(=O)OC(C)C)CC1 (configuration not stated)	95.7	7.8	7.6	102.0	-0.3	-2.0	-9.5	-2.2	1.11	0.1
N=c1ccccn1CC(O)COc1ccccc1 (configuration not stated)	98.3	19.7	8.4	101.9	-2.3	-0.2	1.6	-0.8	1.19	0.1
CCOc1cc(C(=O)NCc2ccccc2)ccc1OCC(=O)N1CCOCC1	99.8	-14.5	5.2	101.9	-0.6	-0.6	2.2	-0.3	1.06	0.7
CCC(=O)N1CCCc2cc(S(=O)(=O)N3CCN(c4ccccn4)CC3)ccc21	96.5	-12.1	10.6	97.2	-1.6	-0.2	0.6	4.2	0.6	-0.3
CC(=O)c1sc(NC(=O)c2ccccc2)nc1-c1ccccc1	86.6	101.2	17.3	150.5*	-0.2	2.1	7.8	-56.2	4.92*	0.2
CC(=O)Nc1ccc(NC(C)=C(C#N)C#N)cc1	108.0	-5.6	-11.6	101.1	-0.3	3.8	1.1	-1.0	1.13	-0.1
Cc1cccc(NC(=O)c2sc3nc4c(c(-c5ccco5)c3c2N)CCC4)c1	105.7	-5.3	-2.6	109.8	2.4	0.9	-0.7	-10.7	0.98	-0.2
CCOC(=O)c1c(CN(C)C)oc2cc(CN(C)C)c(O)c(CSc3ccccc3)c12	95.2	-10.7	12.0	95.9	2.2	0.4	12.5	4.5	1.17	-0.2
Cc1nnc(SCCn2c(N3CCCCC3)nc3c2c(=O)[nH]c(=O)n3C)s1	111.1	-5.0	-8.8	105.5	0.3	-3.5	-10.2	-6.0	0.99	-0.4
CN(C)c1nc(N(C)C)nc(N(C#N)CN2C(=O)c3ccccc3S2(=O)=O)n1	101.1	-10.4	4.4	95.9	0.8	1.5	5.3	4.0	0.99	-0.2
CC(C)N(Cc1ccccc1)C(=O)CSc1nccn1C	98.4	-8.8	9.4	100.5	-0.1	-6.3	-7.1	-0.9	1.03	0.1
CCOc1ccc(N2C(=O)c3ccc(C(=O)OCC(=O)N(CC)C4CCS(=O)(=O)C4)cc3C2=O)cc1 (configuration not stated)	97.4	-14.9	10.7	95.2	0.4	-5.8	-0.4	3.8	0.96	-0.1
O=C(CSc1ccc(-c2ccccc2)nn1)N1CCN(c2ccccc2)CC1	92.1	-16.2	4.6	96.2	0.3	-0.2	3.6	4.2	1.55	-0.4
CCOC(=O)CSc1ccc(C(=O)Nc2ccc(OC)cc2)cn1	90.2	-4.2	16.2	98.2	-0.2	-3.1	2.5	-1.3	1.12	-0.1
FC(F)(F)c1nnc(-c2ccccc2)nc1N1CCOCC1	100.8	-5.9	3.8	102.6	-7.0	-2.5	-12.8	-2.9	1.29	0.1
Cc1ccc(NC(=O)c2sccc2C)cc1[N+](=O)[O-]	99.9	39.6	-2.1	137.7*	0.2	1.9	-13.2	-42.4	1.85	-0.4

Single entries from above:
Result of O=[N+]([O-])c1cc(S(=O)(=O)N2CCCCC2)ccc1NCc1cccc(Cl)c1 under STAT3 act: 96.8
Result of CCOC(=O)c1c(CN(C)C)oc2cc(CN(C)C)c(O)c(CSc3ccccc3)c12 under APP 5'UTR act: -10.7
